LGR2 antag: blocks bursicon-induced cAMP signaling via Drosophila LGR2. 380,000 tested, 0.35% active. inhibition, % at 9.99 µM. HEK293 LGR2, CRE-luciferase, bursicon-stimulated, 4 h;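 active = drop in luminescence signal, shown as inhibition above about 50% in the replicate tests, limit read from the data, passing the limit was not always enough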;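 also: agonist challenge used bursicon conditioned medium at about half maximal strength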
EWS-Fli inh: blocks EWS/Fli oncoprotein-driven transcription; AID 651661; A673 NR0B1-luciferase reporter, viability-normalised; 350,000 tested, 0.67% active; inhibition, % at 12.6 µM;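 active = mean inhibition of at least 50% after viability correction, with every replicate also passing that limit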;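 also: firefly luciferase signal divided by Alamar Blue viability fluorescence both relative to DMSO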
ARNT TACC3 PPI: ARNT/TACC3 interaction disruption; Q9Y6A5; AlphaScreen His-ARNT PAS-B/GST-TACC3 binding, luminescence; TACC3 fragment carries E629A point mutation; inhibition, % at 9.99 µM; 390,000 tested, 0.66% active;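 active = mean inhibition of replicates at least 50% and at least half of replicates each reaching 50%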;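 also: 0% = complete ARNT plus TACC3 wells and 100% = ARNT alone without TACC3; many hits fall short of the cut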
PAX8 reporter: PAX8 transcriptional activity inhibition; RMG-I TPO-luciferase reporter, SteadyGlo, 24 h; inhibition, % at 12.6 µM; 360,000 tested, 1.2% active; AID 652154;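 active = mean replicate inhibition at least 60% with every replicate also reaching 60%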;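 also: luciferase light reporting Pax8 driven TPO promoter activity; plate controls were median of neutral control wells for no effect and mitoxantrone controls for full effect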
* marks the source's active call; other numbers are inactive results; . = no result given. Some of the compounds tested; the hit share may differ from the screen's.

no. | Structure | ARNT TACC3 PPI | EWS-Fli inh
1 | CC(C)OP(=O)(OC(C)C)C(O)c1ccc(Br)cc1 (stereo not drawn) | -6.8 | .
2 | CN1CCN(Cc2ccc(OC(F)(F)F)cc2)CC1 | -3.5 | .
3 | O=C1CN=C(c2ccccc2)c2ccccc2N1Cc1ccc(C(F)(F)F)cc1 | -1.4 | .
4 | c1ccc(CCN2CCC(N3CCN(c4ccccc4)CC3)CC2)cc1 | -6.3 | .
5 | CCCC(C)C1(CC)C(=O)NC(=Nc2ccc(F)cc2)NC1=O (stereo not drawn) | 1.9 | .
6 | O=S(=O)(c1ccccc1)N1CN2CCN(C2)C1 | -1.0 | .
7 | Cc1ccc(OP(=O)(NCc2ccccc2)Oc2ccc(C)cc2)cc1 | -0.1 | .
8 | O=C1C(c2ccccc2)=C(N2CC2)c2ccccc21 | 13.2 | .

no. | PAX8 reporter | LGR2 antag
1 | . | 5.4
2 | . | 12.2
3 | . | -1.6
4 | . | 3.8
5 | . | 18.2
6 | . | 14.3
7 | . | 0.2
8 | . | -2.8

Entries from the list above that have a CF3 group:
no. | Structure | ARNT TACC3 PPI | EWS-Fli inh
2 | CN1CCN(Cc2ccc(OC(F)(F)F)cc2)CC1 | -3.5 | .
3 | O=C1CN=C(c2ccccc2)c2ccccc2N1Cc1ccc(C(F)(F)F)cc1 | -1.4 | .

no. | PAX8 reporter | LGR2 antag
2 | . | 12.2
3 | . | -1.6

Additional records.
no. | Structure | ARNT TACC3 PPI | EWS-Fli inh
9 | CCOC(=O)Cn1cc([N+](=O)[O-])nc1[N+](=O)[O-] | 23.1 | .
10 | O=P(/C(=N/O)N1CCCCC1)(N1CCOCC1)N1CCOCC1 | -2.2 | .
11 | O=C(c1cc(-c2ccncc2)nc2ccccc12)N1CCC2(CC1)OCCO2 | 0.8 | .
12 | CC(O)(CS(=O)(=O)c1ccccc1)C(=O)Nc1cccc(C(F)(F)F)c1 (stereo not drawn) | -7.6 | .
13 | c1cncc(C2CCCCN2Cc2ccc3c(c2)OCO3)c1 (stereo not drawn) | -6.4 | .
14 | S=C1CN=C(c2ccccc2Cl)c2cc(Cl)ccc2N1 | -4.6 | .
15 | CC(C)NS(=O)(=O)c1ccc(OCC(=O)N2CCN(Cc3ccccc3)CC2)cc1 | 30.2 | .
16 | O=C(COc1ccc(S(=O)(=O)N2CCOCC2)cc1)N1CCN(Cc2ccc3c(c2)OCO3)CC1 | -1.6 | .

no. | PAX8 reporter | LGR2 antag
9 | . | 3.9
10 | . | -3.7
11 | . | -8.3
12 | . | 6.1
13 | . | -4.8
14 | . | 23.8
15 | . | -7.0
16 | . | -17.1

The results go on.
no. | Structure | ARNT TACC3 PPI | EWS-Fli inh
17 | Clc1cccc(Cl)c1CN1CCN(c2ccccc2)CC1 | 0.6 | .
18 | OC(c1ccc(F)cc1)C(c1ccccc1)N1CCOCC1 (stereo not drawn) | -1.1 | .
19 | Cc1cc(/C=C2/C(=O)NC(=O)N(Cc3ccco3)C2=O)c(C)n1-c1ccccc1 | 3.8 | .
20 | O=c1[nH]c(=O)n(CCC2=CCCCC2)c(O)c1C=NC1CCN(Cc2ccccc2)CC1 | -5.6 | .
21 | O=C(c1cccn2c(=O)c3cc(Br)ccc3nc12)N1CCC2(CC1)OCCO2 | -3.5 | .
22 | CCOc1ccc2[nH]c(=O)c(CN(CCO)C3(c4nnnn4C4CCCCC4)CCCCC3)cc2c1 | 1.7 | .
23 | N=C1c2ccccc2CN1NC(=O)C1CC1 | -2.6 | .
24 | COCC(C)OC(=O)c1c(N)n(Cc2ccco2)c2nc3ccccc3nc12 (stereo not drawn) | 4.7 | .

no. | PAX8 reporter | LGR2 antag
17 | . | 20.2
18 | . | -4.3
19 | . | 16.7
20 | . | 11.8
21 | . | -4.9
22 | . | -6.9
23 | . | -0.8
24 | . | -16.4

Next section.
no. | Structure | ARNT TACC3 PPI | EWS-Fli inh
25 | Cc1cccc(NC2=NCCCS2)c1C | -7.2 | .
26 | COc1ccc(C2=NCC(=O)N(CC(=O)NCc3ccco3)c3sc4c(c32)CCCC4)cc1 | 42.6 | .
27 | Cc1cccnc1NC1=NCC(C)S1 (stereo not drawn) | 8.4 | .
28 | Cc1ccc(C)c(CN2CCC(n3nnc4cc(F)ccc43)CC2)c1 | -5.9 | .
29 | O=C(c1cc(-c2cccnc2)nc2ccccc12)N1CCC2(CC1)OCCO2 | 0.3 | .
30 | Cc1ccc(C(=O)Nc2ccc(Cl)cc2C(=O)c2ccccc2)cc1 | 4.5 | .
31 | O=c1[nH]c(=O)n(Cc2ccccc2)c(O)c1C=NCCN1CCOCC1 | -6.3 | .
32 | CCC(C)N=Cc1c(O)n(-c2ccccc2)c(=O)[nH]c1=O (stereo not drawn) | -7.7 | .

no. | PAX8 reporter | LGR2 antag
25 | . | -8.6
26 | . | 1.1
27 | . | -6.2
28 | . | 4.2
29 | . | 6.5
30 | . | 3.6
31 | . | 18.1
32 | . | 1.8

(further entries)
no. | Structure | ARNT TACC3 PPI | EWS-Fli inh
33 | O=C1OCCN1P(=O)(c1ccccc1)c1ccccc1 | -0.2 | .
34 | CCOC(=O)C(O)(c1ccc(N)c(OC)c1)C(F)(F)F (stereo not drawn) | -2.6 | .
35 | O=c1[nH]c(=O)n(Cc2ccco2)c(O)c1C=NC1CC1 | 29.1 | .
36 | O=C(C1CC(c2ccc(Cl)c(Cl)c2)=NO1)N1CCC2(CC1)OCCO2 (stereo not drawn) | -5.1 | .
37 | O=C(O)[C@@H]1[C@@H](CO)[C@@H]2Cn3c(ccc(C4=CCCCC4)c3=O)[C@H]1N2CCc1ccccc1 | . | -5.1
38 | CCCCCCC(=O)c1c(O)n(-c2ccccc2OC)c(=O)[nH]c1=O | . | .
39 | COc1ccccc1N1CCN(Cc2ccc(F)cc2)CC1 | . | .
40 | Cc1cccc(CN2CCCC(C(=O)c3cccc(OC(C)C)c3)C2)n1 (stereo not drawn) | . | .

no. | PAX8 reporter | LGR2 antag
33 | . | 0.6
34 | . | 15.5
35 | . | -13.0
36 | . | -3.4
37 | . | -7.9
38 | 1.7 | -2.6
39 | 8.8 | 11.8
40 | 20.9 | 5.1

The listing continues.
no. | Structure | ARNT TACC3 PPI | EWS-Fli inh
41 | CCN1CCN(c2cc(N3CCCC3)c(F)cc2[N+](=O)[O-])CC1 | . | .
42 | O=C1NC(=O)C(CCc2ccncc2)(Cc2cccc(Cl)c2Cl)C(=O)N1c1ccc(Br)cc1 (stereo not drawn) | . | .
43 | Cc1ccc(-n2c(/C=C/c3ccc4c(c3)OCO4)nc3ccccc3c2=O)cc1 | . | .
44 | CCN1C(=O)C(=C2C=C(C)N(Cc3ccco3)C(C)=C2)C(=O)N(CC)C1=S | . | .

no. | PAX8 reporter | LGR2 antag
41 | 4.4 | 8.7
42 | 31.2 | 17.6
43 | 14.4 | 20.2
44 | 3.7 | 15.2

Grouped by structure, the entries above with four or more nitrogen atoms.
no. | Structure | ARNT TACC3 PPI | EWS-Fli inh
9 | CCOC(=O)Cn1cc([N+](=O)[O-])nc1[N+](=O)[O-] | 23.1 | .
10 | O=P(/C(=N/O)N1CCCCC1)(N1CCOCC1)N1CCOCC1 | -2.2 | .
20 | O=c1[nH]c(=O)n(CCC2=CCCCC2)c(O)c1C=NC1CCN(Cc2ccccc2)CC1 | -5.6 | .
22 | CCOc1ccc2[nH]c(=O)c(CN(CCO)C3(c4nnnn4C4CCCCC4)CCCCC3)cc2c1 | 1.7 | .
24 | COCC(C)OC(=O)c1c(N)n(Cc2ccco2)c2nc3ccccc3nc12 (stereo not drawn) | 4.7 | .
28 | Cc1ccc(C)c(CN2CCC(n3nnc4cc(F)ccc43)CC2)c1 | -5.9 | .
31 | O=c1[nH]c(=O)n(Cc2ccccc2)c(O)c1C=NCCN1CCOCC1 | -6.3 | .
41 | CCN1CCN(c2cc(N3CCCC3)c(F)cc2[N+](=O)[O-])CC1 | . | .

no. | PAX8 reporter | LGR2 antag
9 | . | 3.9
10 | . | -3.7
20 | . | 11.8
22 | . | -6.9
24 | . | -16.4
28 | . | 4.2
31 | . | 18.1
41 | 4.4 | 8.7

Screens: PubChem BioAssay, Broad Institute
